hcGAS lum = inhibitors of human cGAS | recombinant h-cGAS, ATP depletion, Kinase-Glo luminescence | inhibition, % at 12.5 µM | hit rate 0.081% among 290,000;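 further: 0% = vehicle reaction and 100% = reaction without DNA for no activity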
Target sequence (Q8N884 whole entry, looked up): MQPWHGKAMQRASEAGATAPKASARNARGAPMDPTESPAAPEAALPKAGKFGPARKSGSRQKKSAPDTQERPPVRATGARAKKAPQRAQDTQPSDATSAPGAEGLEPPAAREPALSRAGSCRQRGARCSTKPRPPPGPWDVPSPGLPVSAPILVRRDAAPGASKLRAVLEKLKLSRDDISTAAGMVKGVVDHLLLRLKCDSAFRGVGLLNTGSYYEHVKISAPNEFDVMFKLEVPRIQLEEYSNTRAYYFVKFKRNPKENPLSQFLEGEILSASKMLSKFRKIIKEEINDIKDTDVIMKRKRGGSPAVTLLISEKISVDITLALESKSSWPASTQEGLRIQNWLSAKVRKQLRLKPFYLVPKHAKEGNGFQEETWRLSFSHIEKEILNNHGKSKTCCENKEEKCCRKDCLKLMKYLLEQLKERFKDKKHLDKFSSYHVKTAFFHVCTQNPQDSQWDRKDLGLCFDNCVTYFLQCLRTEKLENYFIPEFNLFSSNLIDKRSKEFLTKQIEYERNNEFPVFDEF
NPYLR7 ag = mosquito NPYLR7 agonism; HEK293T NPYLR7/Galpha15, GCaMP6s calcium fluorescence; activation, % at 10 µM; hit rate 0.15% among 270,000; AID 1259423; in the data active means activation above about 40%;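 further: 0% = vehicle and 100% = reference agonist at the receptor; some compounds past the cut are filed as inactive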
mcGAS lum = mouse cGAS inhibition by luminescence | inhibition, % at 12.5 µM | Q8C6L5 | recombinant cGAS, Kinase-Glo ATP depletion luminescence | hit rate 0.15% among 160,000;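 further: 0% = negative control wells and 100% = reference inhibitor with no enzyme activity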
An asterisk follows results filed as active; . = not tested or not shown; & = joins results of further samples. Unless noted, no stated cut-off is given here; in the data, active means inhibition above about 40%; inactive means the rest.

Start of the listing, in advance, seven compounds:
SMILES	hcGAS lum	NPYLR7 ag	mcGAS lum
COC(=O)C1=NOC2C(=O)N(c3ccccc3)C(=O)C12 (configuration not stated)	-4	10	.
CC(C)CN(C)C(=O)C1CCCc2c1ccn2Cc1ccc(Cl)cc1 (configuration not stated)	-5	23	.
CN(C)C(=S)SCC(=O)NC(=O)NC(C)(C)C	-8	-1	.
O=C(NCC1CCCO1)c1cc2c(s1)CS(=O)(=O)C2 (configuration not stated)	3	1	1
Cc1nonc1CNC1CCN(c2ccc(C(=O)N3CCc4ccccc4C3)cc2)CC1	-6	7	.
Cc1cccc(C(C(=O)NCCc2nncn2C)N(C)C)c1 (configuration not stated)	-2	-2	.
Cc1nc2ccc(C(=O)N3CCNC(=O)C3)cn2c1N(C)CC1CCCCC1	-3	-6	-1

The listing, previewed entries included:
SMILES	hcGAS lum	NPYLR7 ag	mcGAS lum
COC(=O)C1=NOC2C(=O)N(c3ccccc3)C(=O)C12 (configuration not stated)	-4	10	.
CC(C)CN(C)C(=O)C1CCCc2c1ccn2Cc1ccc(Cl)cc1 (configuration not stated)	-5	23	.
CN(C)C(=S)SCC(=O)NC(=O)NC(C)(C)C	-8	-1	.
O=C(NCC1CCCO1)c1cc2c(s1)CS(=O)(=O)C2 (configuration not stated)	3	1	1
Cc1nonc1CNC1CCN(c2ccc(C(=O)N3CCc4ccccc4C3)cc2)CC1	-6	7	.
Cc1cccc(C(C(=O)NCCc2nncn2C)N(C)C)c1 (configuration not stated)	-2	-2	.
Cc1nc2ccc(C(=O)N3CCNC(=O)C3)cn2c1N(C)CC1CCCCC1	-3	-6	-1
CCOC(=O)N1CCN(C(=O)c2cc(-c3ccc(F)cc3)nc3cc(C(C)(C)C)nn23)CC1	-3&-7	9	-9&-8
CC(CNC(=O)c1cnn(C)c1)Oc1ccccc1Br (configuration not stated)	-10	5	-6
CC(C(=O)NCC(F)(F)F)N1CCCCC1CN1CCOCC1 (configuration not stated)	-7	7	.
CN(Cc1ccccc1)C(=O)c1cc2n(n1)CCN(Cc1ccccc1)C2=O	-7	15	-7
O=C(NC1(C(F)(F)F)C(=O)Nc2c1c(=O)[nH]c(=O)n2Cc1ccccc1)c1ccc(Cl)cc1 (configuration not stated)	1	-6	.
O=C(NC1CCCN(c2ccccc2)C1)c1ccc2[nH]c(=O)[nH]c2c1 (configuration not stated)	-10	3	.
COc1ccc(NC(=O)NCCn2ncccc2=O)cc1OC	5	-8	-2
COc1ccccc1NC(=O)C1=C(C)Nc2nc(-c3ccccc3)nn2C1c1ccccn1 (configuration not stated)	-5	3	.
O=C(Cc1c(Cl)cccc1Cl)NC(c1cccs1)C1CC1 (configuration not stated)	-1	-3	.
CCc1oc2ccccc2c1CNCC(O)c1ccc(Cl)cc1 (configuration not stated)	-8	-5	-13
CN(C)c1ccc(NC(=O)c2ccccc2Cl)cc1CN(CC1CCCO1)C(=O)Cc1cccs1 (configuration not stated)	-2	5	-3
CC1=C(CCN2CCN(CCn3cncn3)CC2)C(C)(C)CCC1	1	.	1
COCc1nc(C)c(CNC(=O)c2ccccc2N2CCOCC2)s1	-5	10	.
COc1ccc(-c2cn3c(C(=O)Nc4cccc(C)n4)csc3n2)cc1	-5	-5	.
Cc1ccc(F)c(NC(=O)C(c2ccccc2)c2ccccc2)c1	3	6	.
Cc1cc(C)n(CC(C)N2CCC(n3nccc3NC(=O)c3ccc4c(c3)OCO4)CC2)n1 (configuration not stated)	-13	6	-12
COc1cc(C(=O)N(C)Cc2cccc(Cl)c2Cl)cc(OC)c1OCC(N)=O	6	2	.
COc1ccc(NS(=O)(=O)c2ccc3oc(=S)[nH]c3c2)cc1	4	4	1
CCC#CCN1CCc2c(cnn2-c2ccc(OC)cc2)C1	-7	1	.
COC(=O)CCCNC(=O)NCC1=NC2C(C=NN2c2ccccc2)C(=O)N1 (configuration not stated)	-1	-4	.
O=C(NC1CCCCCC1)C1CCC(CNc2c(N3CCOCC3)c(=O)c2=O)CC1 (configuration not stated)	1	-5	0
Cc1ccc(-c2nc(SCCn3nc(C)cc3C)n[nH]2)cc1	4	11	.
CC(c1ccccc1)N(Cc1nc(C(=O)NCCN2CCOCC2)co1)Cc1ccc(Cl)cc1Cl (configuration not stated)	1	.	-5
CCCC1CCC(c2ccc(-c3noc(-c4ccc(OC)c(OC)c4)n3)cc2)CC1 (configuration not stated)	5	-3	2
CNC(=O)c1cccnc1NC1CC2CCC1O2 (configuration not stated)	16	3	.
O=C(NCCc1nnc2ccc(SCC(=O)N3CCCc4ccccc43)nn12)c1ccccc1	-5	4	-7
Cc1cc(C(C)(C)C)cc(C)c1S(=O)(=O)Cl	-4	9	.
O=C(NCCOc1ccc(-c2ccco2)nn1)C1c2ccccc2Oc2ccccc21	-9	-6	-7
Cc1nn2c(NCCN3CCOCC3)c3c(nc2c1-c1ccccc1)CCCC3	-11	6	-8
CSc1ccc(COc2coc(CN3CCCN(C(=O)CO[C@@H]4C[C@H](C)CC[C@H]4C(C)C)CC3)cc2=O)cc1	-7	-1	-7
COc1ccc(C2(NC(=O)Nc3cccnc3)CCCC2)cc1	-7	0	.
CCN(CC(=O)Nc1c(Cl)cccc1Cl)Cc1cc2c(cc1Br)OCCO2	-2	3	-8
CC1CC1c1ccc(CN(C(=O)c2ccc[nH]c2=O)C2CC2)o1 (configuration not stated)	-6	3	.

Single records (already shown). Order of values: hcGAS lum	NPYLR7 ag	mcGAS lum
`CC1=C(CCN2CCN(CCn3cncn3)CC2)C(C)(C)CCC1` across the screens: 1	.	1
`O=C(NC1(C(F)(F)F)C(=O)Nc2c1c(=O)[nH]c(=O)n2Cc1ccccc1)c1ccc(Cl)cc1` (configuration not stated) across the screens: 1	-6	.

The list goes on.
SMILES	hcGAS lum	NPYLR7 ag	mcGAS lum
Cc1cccc(Nc2ncnc3c2CN(C(=O)c2csc(-c4ccc5nonc5c4)n2)CC3)c1	0	0	-3
CN(C)CCCN(C(=O)/C=C/c1cccs1)c1nc2ccc(F)cc2s1	-2	0	-1
Cc1ccccc1Nc1nc(N)nc(CN2CCCC2c2cccs2)n1 (configuration not stated)	-4	7	-6
O=C(NC1CC2CCC(C1)N2CC1CCCO1)c1cccc2c1-c1ccccc1C2=O (configuration not stated)	-8	-1	-8
CC1CCN(Cc2ccc(C(=O)N3CCNCC3C(=O)NC3CC3)o2)CC1 (configuration not stated)	-10	.	-6
N#Cc1ccc(C(=O)Oc2ccc(Br)cc2)cc1	2	4	-1
O=C(NCc1ccc2c(c1)OCO2)c1ccc(CSc2nnc(-c3ccncc3)n2-c2cccc(Cl)c2)cc1	-2	1	-6
Cc1ccc(NS(=O)(=O)c2ccc(Cl)c([N+](=O)[O-])c2)cc1Cl	-4	-1	-4
CCOC(=O)c1c(NC(=O)CN2C(=O)c3ccccc3C2=O)sc2c1CCCC2	-4	-8	-2
CCOC(=O)C(=O)N1CCCN(Cc2cc(=O)c(OCc3cccc(F)c3)co2)CC1	-7	-1	-7
O=C(Nc1ccc(C(F)(F)F)cc1)c1ccn(-c2cccc(Cl)c2)n1	-8	5	.
CCC(=O)N1CCN(c2ncccc2C(=O)NCc2cccs2)CC1	-4	2	-6
CC(=O)n1c(N2CCCCC2)c(O)c2ccccc21	0	-1	.
COc1ccc(-c2cc3c(cn2)ncn3Cc2ccc(OC)c(OC)c2)c(C)c1	-4	-3	-6
CN(C)CC1(O)CCCN(C(=O)c2sccc2Cl)CC1 (configuration not stated)	-1	9	.
COc1cccc(CN(C)C(=O)c2ncoc2-c2cccs2)c1	-15	2	.
COC(=O)C(C)(C)C(C)(C)NC(=O)c1ccc(OCC2CC2)cc1	-14	2	.
CCOc1cccc(C(=O)N2CCC(n3cnc4cc(C(F)(F)F)ccc43)CC2)c1	-7	-1	-8
CC(C)(C)NS(=O)(=O)c1ccc(C(=O)N2CC(C(N)=O)Cc3ccccc32)o1 (configuration not stated)	-2	7	-11
CCc1nc(C(C#N)C(=O)c2cc3c(s2)CCC3)sc1C (configuration not stated)	-6	-3	-12
Cc1cccc(-c2nc3c(NCCc4ccccn4)nccc3[nH]2)c1	-2	-7	-6
CC(C)CC(N)C(O)C(F)(F)F (configuration not stated)	-2	5	.
Cn1cc(-c2csc(C3(NC(=O)OC(C)(C)C)CCCC3)n2)cn1	-4	1	.
COCCCNCC(=O)N(Cc1ccc(F)cc1)Cc1ccc(C)s1	0	7	0
Cc1sc2nc(C3CC(=O)N(CC4CCC4)C3)[nH]c(=O)c2c1C (configuration not stated)	-7	-1	.
COc1cccc(NC(=O)CSc2nc(N)c(NC(=O)c3ccccc3)c(=O)[nH]2)c1	-5	-6	-7
COCCn1c(C)cn2c3c(=O)n(CCCO)c(=O)n(C)c3nc12	-1	1	.
CCOC(C)c1noc(CNC2(c3noc(CC)n3)CCCC2)n1 (configuration not stated)	-2	4	.
O=C(N[C@@H]1C[C@H]2CC[C@@H]1C2)C1CCCCN1Cc1cnc2ccccn12 (some centres not stated)	-2	1	.
N#Cc1ccc(N=Nc2c(-c3ccccc3)[nH]n(-c3ccccc3)c2=O)cc1	-5	0	.
NC(=O)C(Oc1ccccc1Cl)c1ccccc1 (configuration not stated)	-9	13	-7
CCc1nc2ccc(C(=O)NCCN(C)C)cn2c1N(C)CCCc1ccccc1	-7	17	-2
CCCC(CCC)C(=O)Nc1noc2ncccc12	-5	4	-7
CCOc1c(Br)cc(F)cc1NCC(=O)NC(=O)NC	-7	5	.
CCOC(=O)CNC(=O)Cn1cc(OC)c(=O)cc1CN1CCCCCC1	-8	2	-8
O=C(NC(C(=O)N1CCOCC1)C1CCN(C(=O)c2ccccc2F)CC1)c1cccs1 (configuration not stated)	-4	-4	0
C[C@@H]1CN(C(=O)Cc2cccc(NC3OC(C4COC(C)(C)O4)[C@@H]4OC(C)(C)O[C@H]34)c2)C[C@H](C)O1 (some centres not stated)	-5	-5	-7
COc1ccccc1-c1cnn2c(C)c(C(=O)NCCCCc3ccccc3)cnc12	-13	4	-6
Cc1cc(NC(=O)CC2CCCC2)n(-c2nc(-c3ccccc3)cs2)n1	-2	-7	-7
COCc1nc(N(C)Cc2csc(C(C)C)n2)c2cnn(C)c2n1	-4	-1	.
COc1ccccc1NC(=O)c1cc(Nc2ccc(F)c(F)c2)nc2ccccc12	0	-1	0
CC(C)C1CN(Cc2cnc[nH]2)CCC(=O)N1Cc1ccc(F)cc1 (configuration not stated)	-9	.	-9
CC(C(=O)Nc1ccccc1)S(=O)Cc1ccc(F)cc1Cl (configuration not stated)	-9	-5	.
CCOC(=O)CC1COCCN1C(=O)c1cc(COc2ccccc2F)[nH]n1 (configuration not stated)	-6	1	.
CCN(Cc1ccc(Br)s1)S(=O)(=O)c1c(C)noc1C	-1	6	.
O=C(NCc1n[nH]c(=S)n1-c1ccc(Br)cc1)c1cccc2ccccc12	-5	-2	-7
CCOC(=O)CC1C(=O)NCCN1C(=O)c1ccc(SC(F)(F)F)cc1 (configuration not stated)	-1	3	0
CC(C)[C@H](NC(=O)NCC(F)(F)F)C(=O)N1CCCC1	-6	1	-15
NC(=O)C1CCN(C(=O)c2ccc(-n3cccc3)cc2)CC1	-5	3	.
CN(C)S(=O)(=O)Nc1ccc(N2CCC(NCc3ccc(OC(F)(F)F)cc3)CC2)cc1	-8	15	-12
O=C(c1ccco1)N(Cc1nc2cc(Cl)ccc2o1)C1CC1	-7	3	-7
NC(=O)C1CCN(c2ccc3cccc(OCc4c(F)cccc4Cl)c3n2)CC1	-4	9	-7
COCC(=O)N1CCCN(Cc2cnn3c(C)cc(C)nc23)CC1	-5	10	.
COCc1cc(N2CCOCC2)nc(SCc2ccc(C(=O)NCCc3ccccn3)o2)n1	-3	.	-5
Cc1nc(SCc2cccc(C(=O)O)c2)nc(N2CCCC2)c1C	-3	13	-5
Cc1nc2ncnn2c(N2CCN(C(=O)Nc3ccc(OC(F)F)cc3)CC2)c1Cc1ccccc1	2	.	-3
CCc1ccccc1SCc1csc(-c2ccc(OC)c(OC)c2)n1	-3	3	-5
CCCc1sc(C(=O)Nc2nnc(C3CC3)s2)cc1CC	-2	1	.
CCSc1nnc(NC(=O)CSc2nnc(CNC(=O)c3cccc([N+](=O)[O-])c3C)n2-c2ccc(F)cc2)s1	-6	-6	.
CN(C)c1ccc(C(=O)N2CCN(C(c3ccccc3)c3ccc(Cl)cc3)CC2)cc1 (configuration not stated)	-2	5	-5

Continuation:
SMILES	hcGAS lum	NPYLR7 ag	mcGAS lum
O=C(CS(=O)(=O)c1ccc2c(c1)S(=O)(=O)N=CN2)N1CCN(c2ccc(F)cc2)CC1	-4	-11	-6
COC(=O)c1sccc1NS(=O)(=O)c1ccc(C(C)=O)cc1	-7	3	.
CCCCCCNC(=O)CC(c1ccc(Cl)cc1)c1cn(C)c2ccccc12 (configuration not stated)	-6	.	-11
O=C(CCCNC(=O)C1CC1)NC(c1ccc(F)cc1)C1CC1 (configuration not stated)	2	0	5
CC(=O)Nc1cccc(Cc2nc3cc(C)ccc3o2)c1	-5	-1	-4
O=c1c(N=Nc2ccccc2O)c(-c2ccccc2)[nH]n1-c1ccccc1	-5	-13	-5
CCCN1CCC(NC(=O)C(=O)Nc2cnn(-c3ccccn3)c2)CC1	-1	-2	0
CCCCNC(=O)N(CC(=O)N(CCc1c[nH]c2ccccc12)Cc1ccc(C(F)(F)F)cc1)C1CC1	-6	.	-10
CCOC(=O)c1cc(C2CC2)n(-c2ccc(C(=O)NCc3cccs3)cc2)n1	-3	3	-5
CC(=O)c1ccc(C(=O)Nc2nccs2)cc1	-2	-4	-7

Limited to hcGAS lum and NPYLR7 ag, for two of the compounds above:
| molecule | hcGAS lum | NPYLR7 ag |
| --- | --- | --- |
| CC(C)[C@H](NC(=O)NCC(F)(F)F)C(=O)N1CCCC1 | -6 | 1 |
| NC(=O)C1CCN(C(=O)c2ccc(-n3cccc3)cc2)CC1 | -5 | 3 |
